# Source: PubChem BioAssay
# Gli-Sufu antag: Gli-Sufu pathway antagonists, primary screen, luciferase luminescence, Sufu-KO-LIGHT cells, uHTS. Sufu-KO-LIGHT fibroblasts, Gli luciferase reporter luminescence. inhibition, % at 5 µM. hit rate 0.74% among 340,000. AID 588413, 2011;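 active means inhibition above about 55%, limit read from the data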;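 further: 0% = DMSO-treated cells and 100% = wells with medium but no cells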
# 697 NFkB inh: inhibitors of PMA/ionomycin-induced NF-kB reporter, 697 cells, primary screen, B-cell NF-kB inhibitor project, cell-based, luminescence, uHTS; 697 B-cell NF-kB luciferase reporter, 16 h; inhibition, % at 4 µM; hit rate 0.33% among 330,000; AID 435022, 2010; in the data active means inhibition above about 35%
# EBI2 antag: EBI2 receptor antagonists, beta-arrestin recruitment, primary screen, cell-based, luminescence, 7a,25-OHC stimulation, uHTS | inhibition, % at 5 µM | 7a,25-OHC stimulated | AID 651636, 2012 | hit rate 0.81% among 360,000; in the data active means inhibition above about 38%;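 further: enzyme fragment complementation signal reports receptor beta-arrestin coupling in cells; 0% = agonist plus DMSO wells and 100% = wells without agonist; some results beyond the cut were filed as inactive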
# Target sequence (P32249 whole entry, looked up, the tested form may be a part): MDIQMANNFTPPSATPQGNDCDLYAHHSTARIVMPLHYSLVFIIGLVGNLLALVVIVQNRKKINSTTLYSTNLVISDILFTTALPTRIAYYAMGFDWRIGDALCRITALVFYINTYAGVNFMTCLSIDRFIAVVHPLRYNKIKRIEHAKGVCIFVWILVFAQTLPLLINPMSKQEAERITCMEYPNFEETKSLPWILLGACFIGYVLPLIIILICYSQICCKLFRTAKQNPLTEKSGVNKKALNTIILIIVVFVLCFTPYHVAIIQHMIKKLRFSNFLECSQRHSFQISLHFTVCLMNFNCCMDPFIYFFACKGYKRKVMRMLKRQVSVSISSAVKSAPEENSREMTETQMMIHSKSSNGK
# Apaf-1 inh: inhibitors of human Apaf-1 apoptosome, primary screen, biochemical, DEVD-Rh110 fluorescence, uHTS. AID 489030, 2010. inhibition, % at 20 µM. reconstituted apoptosome caspase-3 activity. Apoptotic protease-activating factor 1 (Homo sapiens), O14727. hit rate 0.71% among 330,000; active means inhibition of at least 40% at 20 µM;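 further: plate controls were DMSO wells for no effect and DEVD-CHO caspase inhibitor wells for full effect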
#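 detection = Rh110 fluorescence intensity | test system = biochemical Apaf-1 apoptosome reconstitution | also added = cytochrome c and DEVD-Rh110 substrate | schedule = 30 min plus 50 min, RT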
# UBC13 inh: UBC13 polyubiquitin chain formation inhibitors, primary screen, biochemical, TR-FRET, uHTS; AID 485273, 2010; Ubiquitin-conjugating enzyme E2 N (Homo sapiens), P61088; hit rate 0.47% among 330,000; inhibition, % at 20 µM; in the data active means inhibition above about 45%, passing the limit was not always enough
# SENP8 inh: SENP8 protease inhibitors, primary screen, biochemical, luminescence; inhibition, % at 10 µM; Sentrin-specific protease 8 (Homo sapiens), Q96LD8; hit rate 1.2% among 330,000; purified SENP8, Z-RLRGG-aminoluciferin cleavage
# Target sequence (Q96LD8 whole entry, looked up): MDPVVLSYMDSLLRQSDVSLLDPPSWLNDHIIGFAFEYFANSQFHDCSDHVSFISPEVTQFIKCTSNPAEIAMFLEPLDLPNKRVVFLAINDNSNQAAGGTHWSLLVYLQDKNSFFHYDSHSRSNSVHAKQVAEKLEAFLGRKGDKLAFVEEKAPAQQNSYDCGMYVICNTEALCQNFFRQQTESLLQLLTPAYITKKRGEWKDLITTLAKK
# Jurkat NFkB inh: inhibitors of induced NF-kB luciferase reporter, primary screen, TCR NF-kB activation inhibitor project, cell-based, luminescence, uHTS; Jurkat, PMA/ionomycin-induced NF-kB luciferase reporter; hit rate 0.53% among 330,000; inhibition, % at 4 µM
# CCR6 antag: CCR6 receptor antagonists, primary screen, cell-based, CHO-K1, luminescence, beta-arrestin, uHTS; CHO-K1 CCR6 PathHunter beta-arrestin, CCL20-stimulated; AID 493098, 2011; inhibition, % at 20 µM; hit rate 0.49% among 340,000;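 active means compounds whose inhibition of the agonist-driven luminescence signal at 20 µM reaches about 50%, limit read from the data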;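 further: cells stimulated with CCL20 at 14 nM final; plate controls were DMSO with CCL20 for no effect and DMSO without agonist for full effect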
# Target sequence (P51684 whole entry, looked up): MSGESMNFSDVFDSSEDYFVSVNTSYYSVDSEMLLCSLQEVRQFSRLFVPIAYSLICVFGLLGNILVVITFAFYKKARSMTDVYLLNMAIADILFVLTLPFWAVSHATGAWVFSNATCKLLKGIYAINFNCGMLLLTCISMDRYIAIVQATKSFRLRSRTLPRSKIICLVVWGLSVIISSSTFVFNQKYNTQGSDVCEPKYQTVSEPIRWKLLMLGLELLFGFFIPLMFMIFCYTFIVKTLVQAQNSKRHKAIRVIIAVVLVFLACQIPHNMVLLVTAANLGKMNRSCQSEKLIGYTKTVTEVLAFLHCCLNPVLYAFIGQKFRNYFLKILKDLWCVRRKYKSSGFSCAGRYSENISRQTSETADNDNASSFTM
# The depositor's hits bear a star. Unless noted, no stated cut-off is given here; in the data, active means inhibition above about 50%; inactive means the rest. Some of the compounds tested. The share of hits here may be higher or lower than overall.
SMILES,Gli-Sufu antag,697 NFkB inh,EBI2 antag,Apaf-1 inh,UBC13 inh,SENP8 inh,Jurkat NFkB inh,CCR6 antag
CSc1nc(N)nc(SCC(=O)CC(=O)OC(C)C)c1C#N,7,-1,-5,9,1,6,-20,5
Cn1c(=O)c2c(nc(N3CCOCC3)n2C)n(C)c1=O,6,-2,-2,7,2,4,-5,-14
CCOC(=O)CC1=NC(=O)CS1,-144,14,-11,10,-6,-11,-10,-1
NC(=O)CN1CCOCCOCCOCCOCCOCC1,-13,3,-9,-2,-2,5,8,11
CCN(Cc1ccccc1)C(=S)NC(=O)c1ccccc1Br,10,-7,2,13,10,-3,2,24
CCCc1cc(C(=O)NNC(=S)NCC2CCCO2)cs1 (stereo unspecified),-5,-5,-13,5,1,5,16,-4
O=C1NC(NS(=O)(=O)c2ccccc2)(C(F)(F)F)C(=O)N1CCc1ccccc1 (stereo unspecified),-15,10,-7,7,6,-6,3,-3
COc1ccc(CNC(=O)CN2CCC(NC(=O)c3ccc(OC)cc3)CC2)cc1,62*,-2,-2,5,6,0,-8,11
CCCN1Cc2cccc(C(=O)Nc3ccc4c(c3)OCO4)c2C1=O,7,-15,1,9,6,-1,-5,-1
COc1ccc(Cc2noc(CN3CCC(c4ccncc4)CC3)n2)cc1OC,11,-34,1,-10,-7,-7,42,-3
CC(=O)c1ccc(NC(=O)C(C)Sc2nnnn2C)cc1 (stereo unspecified),3,-19,-6,-9,-4,1,-2,-30
Cc1nc2c(C#N)c(-c3ccc(Cl)cc3)ccn2n1,-10,6,1,-13,-2,1,-1,8
COCCNC(=O)C(c1ccc(F)cc1)N(CCOC)C(=O)CCC(=O)Nc1ccccn1 (stereo unspecified),27,-3,-1,10,-7,-12,2,-3
O=[N+]([O-])c1cccc2ccc(/C=C/c3cccc(Br)c3)nc12,-16,0,14,4,-10,-10,-23,0
C#Cc1ccc([C@H]2C=C(C(=O)N3CCN(Cc4ccc5c(c4)OCO5)CC3)O[C@@H](OCC)[C@@H]2CCCO)cc1,12,4,55*,14,0,-14,7,10
O=C(CN1CCN(C2CCCCC2)CC1)Nc1ccc(Br)cc1,2,14,5,-1,4,-3,-12,14
CCOc1cc(NS(=O)(=O)c2ccc(OC)cc2)c(OCC)cc1NC(C)=O,6,-6,5,-8,0,6,0,-5
COc1ccc(C(=O)N(Cc2sccc2C)C2CCS(=O)(=O)C2)cc1 (stereo unspecified),-2,12,-7,-20,8,-4,13,12
CCCCn1nc2cc(C(=O)NCc3ccc(C(F)(F)F)cc3C(F)(F)F)ccc2c1OCC,-3,9,3,0,23,3,6,-2
COc1ccccc1-c1nc2cc3ccccc3cc2nc1-c1ccccc1,0,-3,16,25,7,6,0,10
Cc1cccc(C)c1NC(=O)C1NC(=O)CC1c1ccccc1 (stereo unspecified),7,-22,-12,1,-2,-9,-13,16
COC(=O)C1=C(C(=O)c2ccc(C)cc2)C(c2ccc(OC)c(OC)c2)n2nnnc2N1 (stereo unspecified),17,11,1,-3,-8,-13,-6,14
COc1ccc(CCN2C(=NC(=O)CCC(=O)O)SC3CS(=O)(=O)CC32)cc1OC (stereo unspecified),0,5,-4,0,2,-6,3,6
CCOc1ccc(CSC(=N)N)cc1[N+](=O)[O-],-3,-9,-7,-5,-2,-7,-16,12
Cc1ccc[n+](-c2[nH]c(=O)sc2/C=N/N=C(\[O-])c2cccnc2)c1,14,-24,-5,10,-28,-8,-11,-2
COc1ccc(-c2cc(-c3ccc(OC)c(OC)c3)n[nH]2)c(O)c1,-61,-59,19,14,12,93*,-105,-9
CCCCN(C(=O)c1ccc(S(=O)(=O)N(C)C)cc1)c1ccccc1,15,-14,0,-1,0,0,-9,8
O=C(CCN1CCC(c2ccc(Cl)s2)=N1)c1ccc(Cl)s1,0,8,4,-9,-4,-2,-1,8
CCOC(=O)c1c(S(=O)(=O)NCCc2cccs2)c(C)n(C)c1C,-6,-17,5,0,-8,-10,0,8
COc1ccc(C=O)cc1CN1CCCN(Cc2ccc(Cl)cc2)S1(=O)=O,3,2,18,23,6,4,4,16

# Brought forward from above: seven compounds; new compounds follow.
SMILES,Gli-Sufu antag,697 NFkB inh,EBI2 antag,Apaf-1 inh,UBC13 inh,SENP8 inh,Jurkat NFkB inh,CCR6 antag
CCOc1ccc(CSC(=N)N)cc1[N+](=O)[O-],-3,-9,-7,-5,-2,-7,-16,12
Cc1ccc[n+](-c2[nH]c(=O)sc2/C=N/N=C(\[O-])c2cccnc2)c1,14,-24,-5,10,-28,-8,-11,-2
COc1ccc(-c2cc(-c3ccc(OC)c(OC)c3)n[nH]2)c(O)c1,-61,-59,19,14,12,93*,-105,-9
CCCCN(C(=O)c1ccc(S(=O)(=O)N(C)C)cc1)c1ccccc1,15,-14,0,-1,0,0,-9,8
O=C(CCN1CCC(c2ccc(Cl)s2)=N1)c1ccc(Cl)s1,0,8,4,-9,-4,-2,-1,8
CCOC(=O)c1c(S(=O)(=O)NCCc2cccs2)c(C)n(C)c1C,-6,-17,5,0,-8,-10,0,8
COc1ccc(C=O)cc1CN1CCCN(Cc2ccc(Cl)cc2)S1(=O)=O,3,2,18,23,6,4,4,16
O=C(Nc1ccc(S(=O)(=O)N2CCCC2)cc1)c1cc(=O)c2ccccc2o1,-5,12,-3,-5,-16,-5,0,3
COc1ccc(C(C)=O)cc1CSc1ccccn1,-3,-1,-3,-5,1,-9,5,9
CN1CCc2c(sc3nc(SCC(=O)NCc4ccco4)n(-c4ccccc4)c(=O)c23)C1,-26,-36,-9,4,3,0,-9,3
O=[N+]([O-])c1ccccc1CNc1ccc(F)c(Cl)c1,-3,-6,10,0,1,-12,-5,12
O=C(NCc1cccnc1)c1ccc(Cn2cc(C(F)(F)F)ccc2=O)cc1,1,-11,-3,-8,-2,-2,16,5
CN1CCN(C=Nc2nc3ccccc3nc2N2CCCC2)CC1,-2,15,-6,5,0,6,-1,9
Cn1c(CN2CCCC2)nc2cc(NC(=O)c3ccco3)ccc21,-21,-50,-2,-3,-6,4,-46,-1
CC(C)c1ccccc1NC(=O)COC(=O)COc1ccccc1[N+](=O)[O-],0,22,3,-18,-3,-2,0,-13
Cc1nc2ccccc2n1-c1nc(-c2ccco2)cc(C(F)(F)F)n1,68*,-43,18,-18,2,-2,83*,12
COc1ccc(CCN(C)Cc2c(O)ccc3cc(Br)ccc23)cc1OC,11,6,3,0,10,-3,-14,7
Cc1cc2c(cc1C)CSC(c1c(O)ccc3ccccc13)SC2,5,-7,4,23,-13,-10,11,-22
CCOC(=O)C1CCN(S(=O)(=O)CCNC(=O)c2ccc3c(c2)OCO3)CC1,-10,20,2,-4,-1,-2,15,-1
COc1ccc(NC(=O)CSc2nc3ccccc3nc2N2CCCC2)cc1,31,3,13,5,7,12,-3,11
OCCC1CN(Cc2cccn2-c2nccs2)CCN1Cc1ccccc1 (stereo unspecified),7,1,2,-3,0,3,10,14
Nc1nnnn1/N=C/c1ccc(O)cc1,5,-21,-16,9,-1,89*,-9,-2
COCCCNC(=O)c1cc(-c2cccnc2)nc2ccc(S(=O)(=O)N3CCCCCC3)cc12,5,-13,2,5,-5,-7,-1,26
CC1(C)CC(NC(=O)c2c(N)no[n+]2[O-])CC(C)(C)N1,9,17,6,-10,6,1,11,3
CCN(c1ccccc1)S(=O)(=O)c1ccc(OC)c(NC(=O)c2ccc(=O)[nH]c2)c1,-20,-3,-13,4,-11,-12,11,9
Cc1cc(=O)[nH]c(SCC(=O)/C=C2\N(C)c3ccccc3C2(C)C)n1,68*,4,4,10,-10,-11,13,-10
Cc1cccc(NC(=O)C(NS(=O)(=O)c2ccc3c(c2)CCC(=O)N3)c2ccccc2)n1 (stereo unspecified),5,24,-3,-16,17,9,10,-20

# Laid out differently: entries from further up.
structure | Gli-Sufu antag | 697 NFkB inh | EBI2 antag | Apaf-1 inh | UBC13 inh | SENP8 inh | Jurkat NFkB inh | CCR6 antag
Cc1cccc(NC(=O)C(NS(=O)(=O)c2ccc3c(c2)CCC(=O)N3)c2ccccc2)n1 (stereo unspecified) | 5 | 24 | -3 | -16 | 17 | 9 | 10 | -20
COCCCNC(=O)c1cc(-c2cccnc2)nc2ccc(S(=O)(=O)N3CCCCCC3)cc12 | 5 | -13 | 2 | 5 | -5 | -7 | -1 | 26

# (continued)
SMILES,Gli-Sufu antag,697 NFkB inh,EBI2 antag,Apaf-1 inh,UBC13 inh,SENP8 inh,Jurkat NFkB inh,CCR6 antag
Cc1cccc(NC(=O)CNC(=O)CN2CCN(C)CC2)c1C,5,25,-7,-2,-5,-13,-6,6
CCOCCCNCc1cc(Br)ccc1OCC,10,-3,10,5,-4,-3,8,13
O=C(Nc1ccc(S(=O)(=O)Nc2ccc(F)cc2)cc1)c1ccc(CN2CCOCC2)cc1,4,47*,0,6,-1,-1,63*,-1
COc1ccc(C(=O)Nc2c(C)ccc3nsnc23)cc1[N+](=O)[O-],-3,4,0,9,-3,-3,-6,23
Cc1ccc(-c2cc(Cc3ccccn3)c(=O)[nH]n2)cc1,-7,1,2,-22,3,-5,-3,-1
COc1ccc(S(=O)(=O)N2CCCC(C(=O)N3CCN(C)CC3)C2)cc1C (stereo unspecified),-3,11,-11,4,0,1,-5,1
O=C(NCc1ccc(Cl)cc1)c1n[nH]c([N+](=O)[O-])c1Cl,-23,-9,-4,-11,-3,43,10,9
CCc1ccc(CNC(=O)CCc2cn(C)c3ccccc23)cc1,1,3,24,9,8,-8,15,9
CCC(=O)Nc1nc2ccc3nc(C)sc3c2s1,-61,-77,-7,16,-2,-17,-52,0
CNC(=O)COC(=O)c1ccc(-c2nc3ccccc3s2)s1,-41,-51,-5,-7,22,93*,-49,1

# Rewritten as labelled records: part of the list above
> COc1ccc(S(=O)(=O)N2CCCC(C(=O)N3CCN(C)CC3)C2)cc1C (stereo unspecified)
  Gli-Sufu antag: -3	697 NFkB inh: 11	EBI2 antag: -11	Apaf-1 inh: 4	UBC13 inh: 0	SENP8 inh: 1	Jurkat NFkB inh: -5	CCR6 antag: 1

> O=C(NCc1ccc(Cl)cc1)c1n[nH]c([N+](=O)[O-])c1Cl
  Gli-Sufu antag: -23	697 NFkB inh: -9	EBI2 antag: -4	Apaf-1 inh: -11	UBC13 inh: -3	SENP8 inh: 43	Jurkat NFkB inh: 10	CCR6 antag: 9

> COc1ccc(C(=O)Nc2c(C)ccc3nsnc23)cc1[N+](=O)[O-]
  Gli-Sufu antag: -3	697 NFkB inh: 4	EBI2 antag: 0	Apaf-1 inh: 9	UBC13 inh: -3	SENP8 inh: -3	Jurkat NFkB inh: -6	CCR6 antag: 23

> CCc1ccc(CNC(=O)CCc2cn(C)c3ccccc23)cc1
  Gli-Sufu antag: 1	697 NFkB inh: 3	EBI2 antag: 24	Apaf-1 inh: 9	UBC13 inh: 8	SENP8 inh: -8	Jurkat NFkB inh: 15	CCR6 antag: 9

# (further entries)
SMILES,Gli-Sufu antag,697 NFkB inh,EBI2 antag,Apaf-1 inh,UBC13 inh,SENP8 inh,Jurkat NFkB inh,CCR6 antag
COc1ccc(/C=C(/NC(=O)c2cccs2)C(=O)NC(C)(C)C)cc1OC,24,2,-1,-15,4,2,4,3
CCOc1cc(C(=O)N2CCN=C2SC)cc(OCC)c1OCC,1,-7,1,0,-2,-5,1,-2
Cc1ccc(NC(=O)c2ccc(S(=O)(=O)Nc3c(C)n(C)n(-c4ccccc4)c3=O)cc2)nc1,-12,-6,-1,6,-4,-17,-12,9
O=S(=O)(c1cccs1)N1CCN(c2ccccc2Cl)CC1,-9,-9,2,15,-10,-6,-1,-6
